OX1R antagonist: human HCRTR1 antagonism | CHO/OX1R cells, Fluo-8 calcium fluorescence, orexin A | inhibition, % at 5 µM | 330,000 tested, 0.43% active;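 active = inhibition above its plate's threshold, mean inhibition of all tested compounds on the plate plus 3 SD, cut at about 37% in these data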;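 note: 0% = orexin A challenge wells and 100% = SB-334867-A antagonist wells; not every result past the cut was called active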
Target sequence (O43613 whole entry, looked up): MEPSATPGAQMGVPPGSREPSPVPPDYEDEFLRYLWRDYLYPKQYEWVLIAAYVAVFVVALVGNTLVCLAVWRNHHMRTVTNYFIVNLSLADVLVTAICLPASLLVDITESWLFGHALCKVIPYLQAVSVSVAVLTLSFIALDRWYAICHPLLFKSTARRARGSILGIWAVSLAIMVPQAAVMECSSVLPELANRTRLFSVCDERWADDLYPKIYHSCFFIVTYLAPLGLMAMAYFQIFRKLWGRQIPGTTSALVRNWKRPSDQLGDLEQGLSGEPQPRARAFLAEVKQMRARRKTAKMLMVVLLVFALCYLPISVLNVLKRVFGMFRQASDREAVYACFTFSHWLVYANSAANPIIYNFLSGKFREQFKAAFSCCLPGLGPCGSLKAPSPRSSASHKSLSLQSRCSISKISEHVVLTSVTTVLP
CHT allo act: allosteric activators of human choline transporter CHT. Q9GZV3. CHT-expressing cells, membrane potential dye, choline EC20; stronger effect = higher value; LV-AA mutant CHT in HEK293 cells. B-score at 10 µM. 310,000 tested, 0.49% active. AID 488977;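 active = initial fluorescence not abnormally high and integrated response B-score, plate-corrected, over 3 SD above library mean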
Target sequence (Q9GZV3 whole entry, looked up): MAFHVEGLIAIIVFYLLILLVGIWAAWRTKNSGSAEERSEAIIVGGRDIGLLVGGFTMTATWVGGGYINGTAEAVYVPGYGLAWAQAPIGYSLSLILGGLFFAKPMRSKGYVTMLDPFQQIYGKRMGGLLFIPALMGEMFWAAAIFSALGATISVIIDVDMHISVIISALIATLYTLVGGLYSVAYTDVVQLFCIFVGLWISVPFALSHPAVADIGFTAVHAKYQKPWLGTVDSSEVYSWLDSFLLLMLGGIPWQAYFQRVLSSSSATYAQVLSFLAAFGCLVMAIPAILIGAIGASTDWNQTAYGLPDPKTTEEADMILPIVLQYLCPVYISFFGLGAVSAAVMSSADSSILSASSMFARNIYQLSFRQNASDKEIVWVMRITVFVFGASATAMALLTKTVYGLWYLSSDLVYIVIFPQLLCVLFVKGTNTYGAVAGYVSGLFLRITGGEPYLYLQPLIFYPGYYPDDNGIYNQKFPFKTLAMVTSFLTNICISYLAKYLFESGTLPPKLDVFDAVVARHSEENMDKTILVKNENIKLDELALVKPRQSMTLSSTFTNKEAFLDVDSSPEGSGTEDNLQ
Starred values were filed as active, the others as inactive; i = inactive; . = not tested or not shown.

# | SMILES | CHT allo act | OX1R antagonist
1 | CCOC(=O)c1c(-c2cccc(C)c2)csc1NC(=O)C1CC=CCC1C(=O)O (stereo unspecified) | i | -8
2 | CC(C)(C)NNC(=S)Nc1cccc(C(F)(F)F)c1 | i | -12
3 | COc1ccc(C(CNC(=O)c2oc3ccc(Cl)cc3c2C)N2CCCCC2)cc1 (stereo unspecified) | i | -24
4 | OCCN=C1CCCc2c1[nH]c1ccc(Cl)cc21 | i | -18
5 | COc1cccc2cc(C(=O)Nc3ccc(S(=O)(=O)NCC4CCCO4)cc3)c(=O)oc12 (stereo unspecified) | i | -20
6 | Cc1cc(N2CCCC2=O)ccc1S(=O)(=O)Nc1c(C)nn(C)c1C | i | -4
7 | Cc1cc(F)ccc1NC(=O)C1CSC2(C)CCC(=O)N12 (stereo unspecified) | i | -11
8 | CCN1C(=O)/C(=C\N2CCN(C)CC2)SC1=S | i | -8
9 | COc1ccc(NC(=O)c2ccc3nc(C)sc3c2)cc1 | i | -3
10 | O=C(NCCF)[C@H]1C[C@@H]1[C@H](NP(=O)(c1ccccc1)c1ccccc1)c1ccccc1 | i | -40
11 | CC(=O)c1ccc(N2CCN(S(=O)(=O)c3ccc4c(c3)CC(=O)N4C)CC2)cc1 | i | -7
12 | C/C(=N\Nc1cc(N2CCOCC2)nc(C)n1)c1cccc([N+](=O)[O-])c1 | i | -30
13 | O=C(CCNS(=O)(=O)c1ccc(Cl)cc1)OCC(=O)c1ccc[nH]1 | i | -16
14 | Cc1ccc2nc(CCc3nc4ccc(C)cc4o3)oc2c1 | i | -19
15 | CCOC(=O)NCc1cc(-c2nn(C)c(=O)c3ccccc23)ccc1C | i | -47
16 | CCC1(C)SC(N)=NN1C(C)=O (stereo unspecified) | i | 1
17 | O=C1CC(C(=O)N2CCN(S(=O)(=O)c3cccc(F)c3)CC2)CN1Cc1ccccc1Cl (stereo unspecified) | i | -9
18 | Cc1cc(C(=O)O)c(C)n1-c1ccccc1 | i | -1
19 | O=C(Cc1ccccc1)N1CCN=C1SCc1ccc([N+](=O)[O-])cc1 | i | -15
20 | CCCCNC(=O)c1cn(CC)c2cc(N3CCN(C(=O)c4ccco4)CC3)c(F)cc2c1=O | i | -28
21 | COC(=O)c1cc(OC)c(OC)cc1NC(=O)c1cc(OC)cc(OC)c1 | i | -31
22 | CCN(Cc1ccccc1)C(=O)CCc1nnc(CCCc2ccccc2)o1 | i | -30
23 | CC(C)C(C)NC(=O)COn1nnc2ccc(S(=O)(=O)N3CCOCC3)cc21 (stereo unspecified) | . | -11
24 | COC(=O)COc1ccc(S(=O)(=O)Nc2ccc3c(c2)OCO3)cc1 | i | 6
25 | CC(C)C(=O)NN(C(=O)c1ccccc1)c1ccccc1 | i | -13
26 | COc1ccc(/C=N/NC(=O)c2ccc(COc3ccccc3Cl)o2)cc1 | i | -16
27 | O=C1CCCC2=C1C(c1ccccc1)C1C(=O)c3ccccc3C1=N2 (stereo unspecified) | i | -23
28 | COC(=O)CCC(=O)Nc1cccc([N+](=O)[O-])c1 | i | -27
29 | O=C(CCn1c(=S)oc2ccccc21)Nc1ccc(F)cc1 | i | -14
30 | CC(=O)Nc1ccc(S(=O)(=O)/N=C2\C(=O)c3ccccc3C([O-])=C2n2cc[n+](-c3ccccn3)c2)cc1 | i | -10
31 | O=C(O)c1cccc(C(=O)c2cccc(C(=O)O)c2)c1 | i | 7
32 | CCCc1cc(=O)[nH]c(SCC(=O)N2CCN(c3ccc(F)cc3)CC2)n1 | i | -8
33 | COCCN(CC(=O)NCc1ccc2c(c1)OCO2)C(=O)CCC(=O)Nc1nccs1 | i | -18
34 | O=[N+]([O-])c1cnccc1Nc1ccc(Cl)cc1 | i | 11
35 | Cc1ccc(NC(=O)CCNS(=O)(=O)c2ccc3[nH]c(=O)oc3c2)cc1 | i | -9
36 | CCCOc1ccc(NC(=O)CC2C(=O)N(C)C(=S)N2Cc2cccs2)cc1 (stereo unspecified) | i | -9
37 | Cc1ccc(CCNC(=O)c2cc(S(=O)(=O)N3CCCCC3)c[nH]2)cc1 | i | -22
38 | Cc1cc(C)n2nc(NCc3ccccc3)nc2n1 | i | -10
39 | CSc1nc2nccc(-c3ccc(Oc4ccccc4)cc3)n2n1 | i | -35
40 | O=C1CCCN1CCCNc1ccc2nnc(CCC(=O)N3CCN(c4ccccc4)CC3)n2n1 | i | -19
41 | CN1CCN(CCCNC(=O)c2ccc(CS(=O)(=O)c3ccc(Br)cc3)o2)CC1 | i | -9
42 | Cc1ccc2c(c1)C(O)(CC(=O)c1cccc(-n3cccc3)c1)C(=O)N2 (stereo unspecified) | i | 0
43 | C=CCn1c(SCc2ccccc2)nc(O)cc1=O | i | -7
44 | CN1CCCN(C(=O)c2ccc(Br)cc2)CC1 | i | -4
45 | COc1cccc(C2=NOC(C(=O)Nc3cc(C)nn3-c3ccccc3)C2)c1OC (stereo unspecified) | i | -36

Quoted from the listing.
`O=[N+]([O-])c1cnccc1Nc1ccc(Cl)cc1` @ OX1R antagonist: 11
`CCCc1cc(=O)[nH]c(SCC(=O)N2CCN(c3ccc(F)cc3)CC2)n1` @ OX1R antagonist: -8
`O=C1CCCN1CCCNc1ccc2nnc(CCC(=O)N3CCN(c4ccccc4)CC3)n2n1` @ OX1R antagonist: -19
`CN1CCCN(C(=O)c2ccc(Br)cc2)CC1` @ OX1R antagonist: -4
`CCCOc1ccc(NC(=O)CC2C(=O)N(C)C(=S)N2Cc2cccs2)cc1` (stereo unspecified) @ OX1R antagonist: -9
`Cc1ccc(NC(=O)CCNS(=O)(=O)c2ccc3[nH]c(=O)oc3c2)cc1` @ OX1R antagonist: -9
`Cc1ccc(CCNC(=O)c2cc(S(=O)(=O)N3CCCCC3)c[nH]2)cc1` @ OX1R antagonist: -22

3 compounds out of the list above, ordered by the number in OX1R antagonist, ascending.
entry | compound | OX1R antagonist
12 | C/C(=N\Nc1cc(N2CCOCC2)nc(C)n1)c1cccc([N+](=O)[O-])c1 | -30
37 | Cc1ccc(CCNC(=O)c2cc(S(=O)(=O)N3CCCCC3)c[nH]2)cc1 | -22
14 | Cc1ccc2nc(CCc3nc4ccc(C)cc4o3)oc2c1 | -19

Going on with the list.
# | SMILES | CHT allo act | OX1R antagonist
46 | O=C(N/N=C/c1ccccc1[N+](=O)[O-])c1ccc(CN2CCOCC2)cc1 | i | -16
47 | COc1cccc(N2CC(C(=O)Nc3nnc(SCC(=O)c4ccccc4)s3)CC2=O)c1 (stereo unspecified) | i | -6
48 | CCc1ccc(-c2csc(NC(=O)C3=NN(c4ccccc4)C(=O)CC3)n2)cc1 | i | -7
49 | O=c1[nH]c2ccc(Cl)cc2c(O)c1-c1ccccc1 | i | -24
50 | COc1ccccc1C(=O)NCCC(=O)N(Cc1ccco1)Cc1cccs1 | i | -7
51 | Cc1cccc(NC(=O)C2SC(=Nc3c(C)cccc3C)C(C(=O)N3CCOCC3)=C2N)c1 (stereo unspecified) | i | -1
52 | Cc1ccc(-c2nc(C3CCCN(S(=O)(=O)c4ccc(C(C)(C)C)cc4)C3)no2)cc1 (stereo unspecified) | i | -9
53 | NC(=O)c1nsc(C(=O)N(c2ccccc2)C(C(=O)NC2CCCC2)c2ccc3ncccc3c2)c1N (stereo unspecified) | i | -4
54 | COc1cccc(CNS(=O)(=O)c2c(C)nc3scc(C)n3c2=O)c1 | i | -10
55 | Cc1c(C(=O)NC2CCOC2)oc2c(F)cccc12 (stereo unspecified) | i | -20
56 | OCc1nc2ccccc2n1CCCOc1ccccc1 | i | -19
57 | CCOC(=O)c1c(-c2ccccc2)csc1NC(=O)/C(C#N)=C/c1ccc(O)c(OC)c1 | i | -6
58 | CS(=O)(=O)N(CC(=O)N1CCN(Cc2ccccc2)CC1)Cc1ccccc1 | i | -4
59 | Cc1ccc(OCCNC(=O)c2ccccc2O)cc1 | i | -11
60 | CCCn1c(CNC(=O)c2ccccc2)nc2ccccc21 | i | -21
61 | N#CC(c1ccc(Cl)cc1)c1cccc(Cl)n1 (stereo unspecified) | i | -11
62 | NC(=O)c1ccc(NC(=O)CN2CCN(Cc3ccccc3)CC2)cc1 | i | -16
63 | CC(=O)Nc1ccc(Cl)c(C(N)=O)c1 | i | -10
64 | Cc1cccc(-c2noc(CCCC(=O)NCC3CCCO3)n2)c1 (stereo unspecified) | i | -25
65 | CCOc1ccc(OCCC(=O)OCC(=O)NCc2ccc(Cl)cc2)cc1 | i | -20
66 | CC(C)(C)c1ccc(C(=O)C2CCCN(C(=O)CCn3cncn3)C2)cc1 (stereo unspecified) | i | -21
67 | CN(C(=O)c1ccccc1C(=O)OCC(=O)c1ccc(F)cc1)c1ccccc1 | . | -11
68 | CCc1ccc(NC(=O)[C@H](NC(=O)[C@@H]2Cc3ccccc3CN2)c2ccccc2)cc1 | i | -1
69 | O=C(N[C@H]1C/C=C\C[C@H](CC(=O)N(CCO)Cc2ccccc2)C(=O)N[C@H](Cc2c[nH]c3ccccc23)COC1=O)OCC1c2ccccc2-c2ccccc21 | . | -3
70 | COC(=O)c1scc(S(=O)(=O)C(C)(C)C)c1N | i | -8
71 | CCCN(CCC)C(=O)c1cc(-c2ccc3c(c2)OCO3)nc2ccccc12 | i | -28
72 | Cc1ccc2c(Cl)c(C(=O)NCC3CCCO3)sc2c1 (stereo unspecified) | i | -12
73 | COc1cccc(NC(=O)CN(C)C(=O)[C@@H]2CCCN2C(=O)c2cccs2)c1 | . | -18
74 | Cc1ccc(C(=O)Nn2cnnc2)cc1 | i | -7
75 | O=c1[nH]cnc2c1cnn2Cc1ccccc1 | i | 12
76 | O=C(CCc1c[nH]c2ccccc12)NCCOc1ccccc1 | i | -22
77 | CCOC(=O)C1(Cc2ccccc2)CCN(Cc2ccc(COC)o2)CC1 | i | -24
78 | O=C(CCN1C(=O)S/C(=C\c2ccccc2)C1=O)N1CCCCC1 | i | -13
79 | O=C(CNC(=O)c1ccccc1F)OCCCOC(=O)CNC(=O)c1ccccc1F | i | -14
80 | O=C(CNc1ccc(F)cc1F)NC(=O)NCc1ccco1 | i | -3
81 | CC(C)(C)OC(=O)N1CCC[C@H]1c1nnc(SCc2c(Cl)cccc2Cl)o1 | i | -39
82 | Cc1ccc(-c2ccccc2[C@@H]2C[C@H]3CN(C)C(=O)[C@]34CCCN24)o1 | i | -19
83 | COc1ccc(-n2c(=O)c3c4c(sc3n3c(=S)[nH]nc23)COC(C(C)C)C4)cc1 (stereo unspecified) | i | -20
84 | O=C(N=C1N=C2C=CC(Br)=CN2Cc2ccccc21)c1ccc([N+](=O)[O-])cc1[N+](=O)[O-] | i | -18
85 | Cc1ccc(S(=O)(=O)N2CCc3ccccc3C2CC(=O)O)cc1 (stereo unspecified) | i | -9
86 | COc1ccccc1C(=O)NCCC(=O)N1CC=C(c2ccccc2)CC1 | i | -11
87 | CC(=O)Nc1ccc(S(=O)(=O)Nc2nccc(C3Cc4ccccc4C(=O)O3)n2)cc1 (stereo unspecified) | i | -3
88 | Cc1cccc(NC(=O)CSc2cccc[n+]2[O-])c1C | . | 4
89 | Nc1ccc(C(=O)OCC(=O)N2CCOCC2)cc1[N+](=O)[O-] | i | 6
90 | COc1ccc(S(=O)(=O)N2CCCC(N(C)CCc3ccccc3)C2)cc1OC (stereo unspecified) | i | -29
91 | O=C(Cn1ccc2ccccc21)Nc1ccc2c(c1)OCO2 | i | -23
92 | O=C1C(C=NCC2CCCO2)=C(O)c2ccccc21 (stereo unspecified) | i | -20
93 | Cn1c(=O)cc(SCC(=O)NCC2CCCO2)c2ccc(Cl)cc21 (stereo unspecified) | i | -7
94 | C=CCN(c1ccccc1OC)S(=O)(=O)c1cccc(C(=O)NCc2ccco2)c1 | . | 2
95 | CN(CC(=O)N1CC=C(c2ccccc2)CC1)S(=O)(=O)c1ccc2c(c1)c(=O)n(C)c(=O)n2C | i | -30
96 | COc1cc(CN2CCN(C(=O)c3ccc(-c4ccccc4)cc3)CC2)cc(OC)c1OC | i | -23
97 | NS(=O)(=O)c1ccc(NC(=S)N2CCN(c3ccccc3Cl)CC2)cc1 | i | -9
98 | CC(C)NC(=O)COC(=O)c1ccc(Cl)c(S(N)(=O)=O)c1 | i | -1
99 | CCn1cc(C(=O)N2CCN(Cc3ccc4c(c3)OCO4)CC2)c(=O)c2ccc(C)nc21 | i | -23
100 | COc1ccc(-c2nnc(SCC(=O)NC3CCCCC3)o2)cc1OC | i | -9
101 | COCC(C)NC(=O)CCS(=O)(=O)c1nc(-c2ccc(OC)cc2)cc(C(F)(F)F)n1 (stereo unspecified) | i | -6
102 | COc1ccc(/C=N/NC(=O)C(C)n2nnc3ccccc32)cc1OC (stereo unspecified) | i | -34
103 | Cc1ccc(NC(=S)Nc2ccc(S(=O)(=O)N3CCOCC3)cc2)cc1S(=O)(=O)N1CCOCC1 | i | -17
104 | COc1cccc(C(=O)NC2CCN(C(=O)N3CCCCC3)CC2)c1 | i | -6
105 | COc1ccc(S(=O)(=O)N2CCOCC2)cc1NC(=O)CCNC(=O)c1ccc(Br)cc1 | i | -18

A draw from above in order of heavy-atom count, lowest first.
# | SMILES | CHT allo act | OX1R antagonist
91 | O=C(Cn1ccc2ccccc21)Nc1ccc2c(c1)OCO2 | i | -23
104 | COc1cccc(C(=O)NC2CCN(C(=O)N3CCCCC3)CC2)c1 | i | -6
101 | COCC(C)NC(=O)CCS(=O)(=O)c1nc(-c2ccc(OC)cc2)cc(C(F)(F)F)n1 (stereo unspecified) | i | -6
96 | COc1cc(CN2CCN(C(=O)c3ccc(-c4ccccc4)cc3)CC2)cc(OC)c1OC | i | -23

Continued:
# | SMILES | CHT allo act | OX1R antagonist
106 | CC(=O)c1ccc(OCc2cc(C(=O)NCCc3ccc(Cl)cc3)no2)cc1 | i | -16
107 | C[C@H](NS(=O)(=O)c1ccc(Cl)c(Cl)c1)C(=O)OCc1cc(=O)n2cc(Br)ccc2n1 | i | -28
108 | COc1ccc(NC(=O)CN(C)CC(=O)NC(=O)NC2CCCCC2)cc1 | . | -8
109 | CCO[C@H]1OC(C(=O)NCc2ccccc2)=C[C@@H](c2ccc(Br)cc2)[C@@H]1CCCO | i | 4
110 | O=C(O)CCc1ccc(S(=O)(=O)NCCc2ccccc2)cc1 | i | -11
111 | CC(C)CCNC(=O)C(=O)Nc1cc2c3c(c1)CC(=O)N3CCC2 | i | -11

Compound activity (PubChem)
